L3MBTL1 block: inhibitors of human L3MBTL1 | Q9Y468 | AlphaScreen L3MBTL1–H3K9me1 peptide binding | Potency, µM (titrated, usually from 57.1 µM), for inactives: at the highest dose activity, negative = inhibition, actives largely listed as inhibitors | 0.66% of 230,000 active | AID 485360; also: % is scaled to controls: 0 for no effect and ±100 for the full control effect; nearly all actives have a fitted effect of over 60% in size
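AlphaScreen proximity signal between nickel-chelate acceptor and streptavidin donor beads (final 10 ug/mL) reports binding of 50 nM L3MBTL1 to 75 nM biotin-H3 K9me1 peptide; complex incubated with compounds 30 min at room temperature; cefsulodin titration as control.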
Tau ThT inhib: inhibitors of human tau fibril formation, thioflavin T binding | P10636 | recombinant tau K18 P301L, heparin-induced fibrillization, ThT fluorescence | Potency, µM (titrated, usually from 57.4 µM), for inactives: at the highest dose activity, negative = inhibition, most hits filed as inhibitors | 2.1% of 270,000 active | AID 1460; also: % is scaled to controls: 0 for no effect and ±100 for the full control effect; nearly all actives have a fitted effect of over 55% in size
Target sequence (P10636 561-689 P618L limits assumed): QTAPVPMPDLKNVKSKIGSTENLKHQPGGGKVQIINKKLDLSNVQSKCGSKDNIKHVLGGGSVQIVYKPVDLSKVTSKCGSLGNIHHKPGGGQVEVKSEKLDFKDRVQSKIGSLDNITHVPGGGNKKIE
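ThT emission at 510 nm, taken 1 hr after adding 30 uM dye, quantifies aggregates formed when 20 uM heparin acts on human tau K18 P301L for 6 hr at 37 C.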
SMN2 splice up: SMN2 splice variant enhancement. HEK293 SMN2-luciferase splicing reporter, luminescence, 30-36 h. Potency, µM (highest dose often 46.1 µM), inactives show top-dose activity change, positive = activation, usual class: activators. AID 1458. 2.8% of 210,000 active; also: % of control where 0% means no effect; nearly all actives have a fitted effect of over 55% in size
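qHTS luciferase splicing reporter: luminescence rises when SMN2 exon 7 is included in transfected HEK293 cells. Compound exposure lasted 30-36 h at 37C, with 4.5 mM final sodium butyrate as control, followed by a ONE-Glo read.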
KDM4E inh: inhibitors of human JMJD2E histone demethylase | JMJD2E catalytic domain, FDH-coupled NADH fluorescence (FDH is formaldehyde dehydrogenase) | Potency, µM (highest dose often 57.1 µM), without a hit: at the top dose activity change, negative = inhibition, most hits filed as inhibitors | 1.6% of 230,000 active | AID 2147; active = well fitted inhibition curve with a large enough effect, not every such curve was filed as active; inconclusive = small, poorly fitted or top-dose-only effect, or another doubt; inactive = no such curve, though single readings can be large or run the other way;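 also: 0% = wells with enzyme and -100% = buffer wells without enzyme; nearly all actives have a fitted effect of over 50% in size; many of its hits are not listed in these tables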
ALDH1A1 block: ALDH1A1 (human) enzyme inhibition. P00352. Purified ALDH1A1, NADH fluorescence, propionaldehyde substrate. Potency, µM (highest dose often 75.3 µM), without a hit: at the highest dose activity, negative = inhibition, usual class: inhibitors. 7.3% of 220,000 active. AID 1030; active = well fitted inhibition curve with a large enough effect, not every such curve was filed as active; inconclusive = small, poorly fitted or top-dose-only effect, or another doubt; inactive = no such curve, though single readings can be large or run the other way;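 also: plate controls were no enzyme wells and a reference inhibitor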
Lamin A splicing: LMNA splicing modulation. HeLa LMNA splicing GFP/RFP minigene ratio, 48 h. Potency, µM (doses to about 46.1 µM), for inactives: at the top dose ratio change, negative = inhibition, actives largely listed as inhibitors. 0.01% of 200,000 active. AID 1487; active = well fitted inhibition curve with a large enough effect in the signal ratio, with a control signal flat, not every such curve was filed as active; inconclusive = small, poorly fitted or top-dose-only effect, or effect the other way, or a change in a side signal; the % refers to the signal ratio; also: % is scaled to controls: 0 for no effect and ±100 for the full control effect
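S3 HeLa cells stably expressing lamin A-EGFP splicing minigene plus DsRed2, 600 cells/well, 48 h compound exposure at 37C. Laser-scanning cytometry; analysed as GFP (500-530 nm)/RFP (575-640 nm) total intensity ratio; 0.5% DMSO vehicle.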
RECQ1 helicase: RECQ1 (human) helicase inhibition | RECQ1 DNA unwinding, red fluorescence kinetic read | Potency, µM (highest dose often 57.3 µM), for the others: at the top dose activity, negative = inhibition, most hits filed as inhibitors | 0.54% of 240,000 active | AID 2549;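 also: plate controls were vehicle for no effect and no enzyme for full effect; nearly all actives have a fitted effect of over 30% in size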
Target sequence (P46063 whole entry, looked up): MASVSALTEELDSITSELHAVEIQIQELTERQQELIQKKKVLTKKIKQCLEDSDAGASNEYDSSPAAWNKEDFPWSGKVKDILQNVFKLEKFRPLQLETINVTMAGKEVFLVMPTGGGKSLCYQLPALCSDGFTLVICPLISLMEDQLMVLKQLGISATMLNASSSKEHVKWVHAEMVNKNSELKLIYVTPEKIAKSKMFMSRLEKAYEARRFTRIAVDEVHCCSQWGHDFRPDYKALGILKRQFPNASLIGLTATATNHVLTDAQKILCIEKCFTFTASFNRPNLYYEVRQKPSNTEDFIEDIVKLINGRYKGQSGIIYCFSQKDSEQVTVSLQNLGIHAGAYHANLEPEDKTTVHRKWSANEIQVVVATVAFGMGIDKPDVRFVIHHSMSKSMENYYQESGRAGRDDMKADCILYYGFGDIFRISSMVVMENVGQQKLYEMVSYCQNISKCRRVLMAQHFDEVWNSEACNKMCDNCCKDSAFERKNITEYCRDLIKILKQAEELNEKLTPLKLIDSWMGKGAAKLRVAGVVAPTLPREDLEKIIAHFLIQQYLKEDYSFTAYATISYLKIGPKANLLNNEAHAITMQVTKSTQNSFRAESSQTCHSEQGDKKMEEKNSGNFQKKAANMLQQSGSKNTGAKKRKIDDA
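RECQ1T1 50 nM; forked duplex (20 bp + 30-nt ss tails) 200 nM, ATP 2 mM final; pH 8.0, 2 mM MgCl2, 2.5 ug/ml poly(dI-dC); 15 min compound preincubation; discontinuous kinetic read over 2 h at RT.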
Luc counter: blocks Kinase-Glo luciferase, a counter-screen artifact | Kinase-Glo luciferase, ATP luminescence, 8 min | AID 1379 | Q27757 | 0.28% of 200,000 active | Potency, µM (series often up to 38.3 µM), for the others: top-dose activity change, negative = inhibition, most hits filed as inhibitors; also: % is scaled to controls: 0 for no effect and ±100 for the full control effect; nearly all actives have a fitted effect of over 60% in size
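Light output from Kinase-Glo luciferase with luciferin and 10 uM ATP in 50 mM imidazole pH 7.2, KCl, MgCl2, Tween 20, BSA; compound pin-delivered, 8-min ambient incubation, then luminescence read.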
Starred values were filed as active, the others as inactive; [ ] = another dose, or the depositor's remark. Unless noted, calls follow the shape of the dose curve; as a rule, active = well fitted curve in the direction sought with a large enough effect; inconclusive = small, poorly fitted or top-dose-only effect, or another doubt; inactive = no such curve, though single readings can be large; an effect the other way counts as inactive or inconclusive. Potency is read from the fitted curve at half-maximal effect. Not all compounds are listed; rates above refer to the full screens.

For O=c1[nH]c(N2CCN(c3ccccc3)CC2)nc2c1CCCC2 the results were Tau ThT inhib -19%, SMN2 splice up -6%, KDM4E inh -5%, ALDH1A1 block -5%, Lamin A splicing 16%, RECQ1 helicase -13% and Luc counter 1%.
Screening COC(=O)c1sc(NC(=S)NC(=O)c2ccccc2Cl)nc1C returned L3MBTL1 block 23%, Tau ThT inhib 5%, SMN2 splice up 24%, KDM4E inh -1%, ALDH1A1 block -8%, Lamin A splicing -6%, RECQ1 helicase -2% and Luc counter -1%.
Cc1cc(C(=O)NP(=O)(N2CCOCC2)N2CCOCC2)c(C)n1-c1ccc(N(C)C)cc1 was read as L3MBTL1 block -8%, Tau ThT inhib inconclusive, SMN2 splice up -5%, KDM4E inh -2%, ALDH1A1 block -6%, Lamin A splicing -10%, RECQ1 helicase -4% and Luc counter 0%.
Screening Cn1nnc(NC(=S)NC(=O)c2cccs2)n1 returned L3MBTL1 block 12%, Tau ThT inhib -1%, SMN2 splice up inconclusive, KDM4E inh -16%, ALDH1A1 block inconclusive, Lamin A splicing -3%, RECQ1 helicase -5% and Luc counter 0%.
`CCOC(=S)SCc1cn2cccc(C)c2n1` gave Tau ThT inhib inconclusive, SMN2 splice up -24%, KDM4E inh -7%, ALDH1A1 block inconclusive, Lamin A splicing inconclusive, RECQ1 helicase -4% and Luc counter 0%.
For CCN(CC)S(=O)(=O)c1ccc(Nc2cc(C)nc3ncnn23)cc1 the results were L3MBTL1 block 6%, Tau ThT inhib -1%, SMN2 splice up 6%, KDM4E inh 5%, ALDH1A1 block -14%, Lamin A splicing -4%, RECQ1 helicase -4% and Luc counter -3%.
CCOc1ccc(NS(=O)(=O)c2ccc3ncsc3c2)cc1 was read as L3MBTL1 block -9%, Tau ThT inhib -13%, KDM4E inh 4%, ALDH1A1 block inconclusive and RECQ1 helicase 12%.
`Cc1ccc(N=C2CSC(=O)N2)cc1` gave L3MBTL1 block -10%, Tau ThT inhib 10%, SMN2 splice up -12%, KDM4E inh -1%, ALDH1A1 block 6%, RECQ1 helicase -7% and Luc counter 3%.
For N#Cc1ccc(CSc2nnc(NC(=O)c3ccc(=O)[nH]c3)s2)cc1 the results were L3MBTL1 block 7%, Tau ThT inhib inconclusive, KDM4E inh inconclusive, ALDH1A1 block inconclusive and RECQ1 helicase -4%.
CN1CCN(c2nc3ccccn3c(=O)c2/C=C(\C#N)S(=O)(=O)c2ccccc2)CC1 was read as L3MBTL1 block 0%, Tau ThT inhib -7%, KDM4E inh -11% and RECQ1 helicase -1%.
`Cn1c(Cc2csc(N)n2)nnc1SC/C=C/c1ccccc1` gave Tau ThT inhib -8%, SMN2 splice up 17%, KDM4E inh 5%, ALDH1A1 block inconclusive, Lamin A splicing -17%, RECQ1 helicase -1% and Luc counter 3%.
Screening CC1=NNC(=O)C1CCC(=O)N/N=C/c1ccco1 (stereo unspecified) returned L3MBTL1 block 2%, Tau ThT inhib -6%, SMN2 splice up 0%, KDM4E inh 9%, ALDH1A1 block 0%, Lamin A splicing 9%[46 µM], RECQ1 helicase -6% and Luc counter 3%.
Screening CN1CCN(C(=O)C2(NC(=O)Nc3cccc(F)c3)CCCCC2)CC1 returned L3MBTL1 block 3%, Tau ThT inhib -13%, SMN2 splice up -6%, KDM4E inh 4%, ALDH1A1 block 11%, Lamin A splicing -15%, RECQ1 helicase 0% and Luc counter 6%.
CC1=CC(C)(C)N(C(=O)c2ccccc2)c2ccc(C)cc21 was read as L3MBTL1 block 3%, Tau ThT inhib -3%, SMN2 splice up -12%, KDM4E inh -3%, ALDH1A1 block 9%, Lamin A splicing 27%, RECQ1 helicase inactive and Luc counter -4%.
For Cc1ccc(OCCn2cnc(Cl)c2Cl)cc1 the results were L3MBTL1 block -21%, Tau ThT inhib -1%, SMN2 splice up -3%, KDM4E inh 17%, ALDH1A1 block 5%, Lamin A splicing inconclusive, RECQ1 helicase inactive and Luc counter -5%.
`CN1CCC(N(C)CC(C)(C)NS(=O)(=O)c2ccccc2)CC1` gave L3MBTL1 block -11%, Tau ThT inhib -3%, KDM4E inh 10% and RECQ1 helicase -10%.
Cc1ccc(C(=O)NCCCNCCCN(C)C)cn1 was read as Tau ThT inhib -2%, SMN2 splice up 18%, KDM4E inh -1%, ALDH1A1 block 0%, Lamin A splicing -2%, RECQ1 helicase inactive and Luc counter 0%.
For CCOC(=O)C1CCN(S(=O)(=O)c2ccc(-n3cnnn3)c(C)c2)CC1 the results were L3MBTL1 block -4%, Tau ThT inhib -3%, SMN2 splice up -13%, KDM4E inh -5%, ALDH1A1 block -3%, Lamin A splicing inconclusive, RECQ1 helicase -9% and Luc counter -5%.
For C[C@@]12CCC[C@H]1C1CC[C@H]3C[C@H](O)CC[C@]3(C)C1CC2 (stereo partly specified) the results were Tau ThT inhib -12%, SMN2 splice up -3%, ALDH1A1 block 3% and RECQ1 helicase 1%.
For Cc1c(C)c2cc(Cl)c(O)c(CN3CCN(C)CC3)c2oc1=O the results were L3MBTL1 block -1%, Tau ThT inhib inconclusive, SMN2 splice up -8%, KDM4E inh inconclusive, ALDH1A1 block inconclusive, Lamin A splicing -14%, RECQ1 helicase -5% and Luc counter -6%.
O=C(Nc1ccc(F)cc1)C1CCCN(S(=O)(=O)c2cccc3cccnc23)C1 (stereo unspecified) was read as L3MBTL1 block 3%, Tau ThT inhib inconclusive, SMN2 splice up -13%, KDM4E inh 10%, ALDH1A1 block 14%, Lamin A splicing -11%, RECQ1 helicase -3% and Luc counter 1%.
For CC(C)CN1CC[C@@]2(CCCN(C(=O)c3cc(C(F)(F)F)cc(C(F)(F)F)c3)C2)C1 the results were SMN2 splice up -11%, ALDH1A1 block 5%, RECQ1 helicase -8% and Luc counter -2%.
`O=[N+]([O-])C(/C=C(\Cl)[N+](=O)[O-])=C1N(Cc2ccc(Cl)nc2)CCN1Cc1ccc(Cl)nc1` gave L3MBTL1 block -9%, Tau ThT inhib inconclusive, SMN2 splice up 21%, KDM4E inh 0%, ALDH1A1 block inconclusive, Lamin A splicing -9%, RECQ1 helicase -7% and Luc counter -3%.
`Cc1cc(C)n2nc(C(=O)Nc3ccc(N4CCOCC4)cc3)nc2n1` gave Tau ThT inhib inconclusive, SMN2 splice up 5%, KDM4E inh -1%, ALDH1A1 block 1%, Lamin A splicing 9%, RECQ1 helicase 2% and Luc counter -5%.
Cc1nc2ccc(NC(=O)C3CCN(S(=O)(=O)c4cccs4)CC3)cc2s1 was read as L3MBTL1 block -1%, Tau ThT inhib -9%, SMN2 splice up -25%, KDM4E inh 4%, ALDH1A1 block inconclusive, Lamin A splicing inconclusive, RECQ1 helicase -2% and Luc counter 1%.
CCn1c(COc2ccccc2C)nnc1SCC(=O)N1CCCCC1 was read as L3MBTL1 block 0%, Tau ThT inhib -2%, SMN2 splice up 0%, KDM4E inh 2%, ALDH1A1 block -6%, Lamin A splicing 8%, RECQ1 helicase -12% and Luc counter 1%.
For CCCCCC(=O)N1CCN(CCN=CC2=C(O)CC(c3ccc(OC)c(OC)c3)CC2=O)CC1 (stereo unspecified) the results were Tau ThT inhib inconclusive, KDM4E inh -2%, ALDH1A1 block 22µM*, Lamin A splicing 2%, RECQ1 helicase 16% and Luc counter -5%.
O=C(NCc1ccccn1)C(=O)Nc1cccc2ccccc12 was read as Tau ThT inhib -6%, SMN2 splice up -30%[inhibitor], KDM4E inh 5%, ALDH1A1 block -12%, Lamin A splicing 6%[46 µM], RECQ1 helicase -3% and Luc counter 3%.
`O=C(COC(=O)c1cc2ccccc2oc1=O)c1cccc([N+](=O)[O-])c1` gave L3MBTL1 block 4%, Tau ThT inhib -2%, SMN2 splice up -17%, KDM4E inh inconclusive, ALDH1A1 block -13%, Lamin A splicing -16%, RECQ1 helicase -1% and Luc counter -1%.
CC(=O)Nc1ccc(SCC(=O)c2cc(C)n(-c3ccccc3)c2C)cc1 was read as L3MBTL1 block -12%, Tau ThT inhib inconclusive, SMN2 splice up -20%, KDM4E inh 0%, ALDH1A1 block -11%, Lamin A splicing inconclusive, RECQ1 helicase -5% and Luc counter 2%.
Screening O=S(=O)(NC(=NCc1ccccc1)c1ccccc1F)c1ccccc1 returned L3MBTL1 block 10%, Tau ThT inhib -1%, KDM4E inh -5%, ALDH1A1 block -11%, RECQ1 helicase inactive and Luc counter -1%.
`Cc1c(C)n(Cc2ccccc2)c2ncnc(N)c12` gave L3MBTL1 block -1%, Tau ThT inhib -2%, SMN2 splice up -21%, KDM4E inh inconclusive, ALDH1A1 block 10%, Lamin A splicing inconclusive, RECQ1 helicase inactive and Luc counter -6%.
Screening O=C(C1=COCCO1)N1CCN(S(=O)(=O)c2cccc(Cl)c2Cl)CC1 returned L3MBTL1 block 3%, Tau ThT inhib 2%, SMN2 splice up -15%, KDM4E inh 0%, ALDH1A1 block -3%, Lamin A splicing 6%, RECQ1 helicase inactive and Luc counter 1%.
`CN(C)c1ccc(C(=O)OCc2ccccc2)cc1` gave Tau ThT inhib inconclusive, SMN2 splice up -1%, KDM4E inh 4%, ALDH1A1 block inconclusive, Lamin A splicing 5%, RECQ1 helicase -12% and Luc counter -3%.
For Cc1ccc(NC(=O)CSc2nnc(-c3cnccn3)n2-c2ccccc2)cc1 the results were L3MBTL1 block 0%, Tau ThT inhib -10%, SMN2 splice up -7%, KDM4E inh 1%, ALDH1A1 block 2%, Lamin A splicing 7%, RECQ1 helicase inactive and Luc counter 6%.

Quoted from above, two compounds:
CC1=CC(C)(C)N(C(=O)c2ccccc2)c2ccc(C)cc21 was read as L3MBTL1 block 3%, Tau ThT inhib -3%, SMN2 splice up -12%, KDM4E inh -3%, ALDH1A1 block 9%, Lamin A splicing 27%, RECQ1 helicase inactive and Luc counter -4%.
For Cc1ccc(OCCn2cnc(Cl)c2Cl)cc1 the results were L3MBTL1 block -21%, Tau ThT inhib -1%, SMN2 splice up -3%, KDM4E inh 17%, ALDH1A1 block 5%, Lamin A splicing inconclusive, RECQ1 helicase inactive and Luc counter -5%.

Screens as filed in PubChem.
